rTrxR1 inhibitor: qHTS Assay for Inhibitors of Mammalian Selenoprotein Thioredoxin Reductase 1 (TrxR1): qHTS. AID 588453, 2011. Potency, µM (series often up to 114 µM), inactives show at the highest dose activity change, negative = inhibition, actives largely listed as inhibitors. Thioredoxin reductase 1, cytoplasmic (Rattus norvegicus), O89049. recombinant rTrxR1, NADPH fluorescence consumption, selenite substrate. 1% of 390,000 active; note: potency is the fitted concentration of half-maximal effect; % is set by controls: 0 for no effect and ±100 for the full control effect; nearly all actives have a fitted effect of over 65% in size
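Rat TrxR1 (90 nM in the dispensed reagent) was pre-reduced with 400 uM NADPH for 5 min at room temperature, then incubated with compound for 15 min. After 400 uM selenite was added, NADPH fluorescence (Ex 340/Em 450 nm) was followed for 8 min.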
GLS inh: qHTS for Inhibitors of Glutaminase (GLS) | Glutaminase kidney isoform, mitochondrial (Homo sapiens), O94925 | 0.21% of 410,000 active | GLS enzymatic activity, qHTS titration | Potency, µM (doses to about 45.5 µM), for inactives: at the highest dose activity change, negative = inhibition, usual class: inhibitors; note: potency is the fitted concentration of half-maximal effect; % is set by controls: 0 for no effect and ±100 for the full control effect
Target sequence (O94925 whole entry, looked up, canonical isoform): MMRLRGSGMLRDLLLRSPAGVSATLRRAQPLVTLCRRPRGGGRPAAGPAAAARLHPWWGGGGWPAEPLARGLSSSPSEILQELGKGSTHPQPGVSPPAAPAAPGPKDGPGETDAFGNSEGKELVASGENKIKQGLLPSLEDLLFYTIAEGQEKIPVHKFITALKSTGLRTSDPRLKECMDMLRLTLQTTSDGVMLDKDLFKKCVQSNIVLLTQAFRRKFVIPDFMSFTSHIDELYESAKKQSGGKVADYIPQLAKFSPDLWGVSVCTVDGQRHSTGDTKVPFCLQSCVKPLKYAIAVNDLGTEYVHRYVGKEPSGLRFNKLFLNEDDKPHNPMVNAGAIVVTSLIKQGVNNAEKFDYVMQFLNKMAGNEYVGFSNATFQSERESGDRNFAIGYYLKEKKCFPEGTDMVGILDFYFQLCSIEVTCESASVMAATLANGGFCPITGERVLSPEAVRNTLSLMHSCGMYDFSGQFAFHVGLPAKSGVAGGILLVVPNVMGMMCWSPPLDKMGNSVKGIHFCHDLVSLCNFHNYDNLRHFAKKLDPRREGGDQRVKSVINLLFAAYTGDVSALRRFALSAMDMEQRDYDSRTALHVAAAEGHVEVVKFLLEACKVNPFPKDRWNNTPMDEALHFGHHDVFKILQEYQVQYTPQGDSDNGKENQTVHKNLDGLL
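Enzyme dispensed in phosphate buffer (45 mM, pH 8.2, 0.02% Tween-20), compounds pinned in, then 1 mM L-glutamine solution and the glutamate oxidase–HRP–Amplex Red mix added; fluorescence read immediately and again after 30 min at room temperature.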
TrxR1 substrate: qHTS Assay for Substrates of Mammalian Selenoprotein Thioredoxin Reductase 1 (TrxR1): qHTS; purified TrxR1 substrate turnover, NADPH consumption readout; Potency, µM (highest dose often 114 µM), for the others: at the top dose activity change, negative = substrate turnover; 0.01% of 390,000 active; AID 588456, 2011; note: potency is the fitted concentration of half-maximal effect; % is set by controls: 0 for no effect and ±100 for the full control effect; nearly all actives have a fitted effect of over 50% in size
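Rat TrxR1, dispensed at 90 nM, was prereduced with 400 uM NADPH (final) for 5 min at ~22 deg C, then incubated with compound 15 min before 400 uM selenite. A first-read NADPH fluorescence drop versus no-compound background flagged substrates.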
Pin1 inhibitor: qHTS Assay to Find Inhibitors of Pin1; Peptidyl-prolyl cis-trans isomerase NIMA-interacting 1 (Homo sapiens), Q13526; Pin1 FP peptide displacement, HiFluor488, 10 min; Potency, µM (doses to about 115 µM), for the others: at the top dose activity, negative = inhibition, actives largely listed as inhibitors; 0.009% of 390,000 active; active = well fitted inhibition curve with a large enough effect in the polarisation, with a control signal flat, not every such curve was filed as active; inconclusive = small, poorly fitted or top-dose-only effect, or effect the other way, or a change in a side signal; inactive = no such curve, though single readings can be large or run the other way; the % refers to the polarisation; note: potency is the fitted concentration of half-maximal effect; % is set by controls: 0 for no effect and ±100 for the full control effect
Target sequence (Q13526 whole entry, looked up): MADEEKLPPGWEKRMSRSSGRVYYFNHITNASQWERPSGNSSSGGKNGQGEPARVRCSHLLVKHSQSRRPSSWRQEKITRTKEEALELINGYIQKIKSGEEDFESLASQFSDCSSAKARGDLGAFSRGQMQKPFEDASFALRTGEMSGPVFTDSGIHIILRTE
HP1b binding inh: HTS for Inhibitors of HP1-beta Chromodomain Interactions with Methylated Histone Tails; 0.56% of 390,000 active; Potency, µM (top dose mostly 114 µM), inactives show top-dose activity change, negative = inhibition, actives largely listed as inhibitors; AlphaScreen HP1-beta / biotin-H3K9me3 peptide binding; note: potency is the fitted concentration of half-maximal effect; nearly all actives have a fitted effect of over 70% in size; inactives centre near 23
Target sequence (P83916 whole entry, looked up): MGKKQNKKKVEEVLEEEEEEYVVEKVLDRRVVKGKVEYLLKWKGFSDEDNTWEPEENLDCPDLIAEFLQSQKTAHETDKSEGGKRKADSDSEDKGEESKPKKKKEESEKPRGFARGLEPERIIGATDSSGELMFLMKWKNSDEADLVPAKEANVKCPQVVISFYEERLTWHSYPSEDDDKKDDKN
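HP1-beta protein (50 nM final) preincubated 30 min at room temperature with biotinylated H3(1-18)K9me3 peptide (50 nM) in PBS pH 7.4, 0.01% Tween-20, then compound added for 30 min. AlphaScreen streptavidin donor/nickel chelate acceptor beads (10 ug/mL final), 30 min dark, luminescence read.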
USP1 inh: Inhibitors of USP1/UAF1: Primary Screen; Potency, µM (top dose mostly 57.1 µM), without a hit: at the highest dose activity change, negative = inhibition, most hits filed as inhibitors; Ubiquitin carboxyl-terminal hydrolase 1 (Homo sapiens), O94782; recombinant USP1/UAF1, Ub-Rhodamine cleavage fluorescence; 0.23% of 390,000 active; note: potency is the fitted concentration of half-maximal effect; % is set by controls: 0 for no effect and ±100 for the full control effect; nearly all actives have a fitted effect of over 60% in size; inactives centre near -12
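In this screen, compounds sit with the deubiquitinase complex (1nM) for 15 min at room temperature before Ub-Rho is added at 150nM final. Fluorescence rise is then followed for 6 reads every 60 seconds.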
PGK inhibitor: qHTS Assay to Find Inhibitors of Phosphoglycerate Kinase | 0.043% of 380,000 active | Potency, µM (titrated, usually from 57.5 µM), for inactives: at the highest dose activity change, negative = inhibition, actives largely listed as inhibitors | PGK/GAPDH coupled, Kinase-Glo luminescence, 60 min; note: potency is the fitted concentration of half-maximal effect; % is set by controls: 0 for no effect and ±100 for the full control effect; nearly all actives have a fitted effect of over 60% in size
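Recombinant glycosomal PGK reaction used 1,3-bisphosphoglycerate generated in-well by GAPDH (100nM final) in 100mM TEA pH 7.6, 5mM MgCl2, 0.01% Tween-20. After 60 minutes at room temperature, ATP was read by Kinase-Glo Plus luminescence end-point.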
IDH1 R132H inh: qHTS for Inhibitors of mutant isocitrate dehydrogenase 1 (IDH1): qHTS. 0.093% of 390,000 active. Isocitrate dehydrogenase [NADP] cytoplasmic (Homo sapiens), O75874. IDH1-R132H enzyme, NADPH consumption, diaphorase/resazurin fluorescence. Potency, µM (highest dose often 76.6 µM), for inactives: top-dose activity change, negative = inhibition, most hits filed as inhibitors. AID 602179, 2012; note: potency is the fitted concentration of half-maximal effect; % is set by controls: 0 for no effect and ±100 for the full control effect; nearly all actives have a fitted effect of over 65% in size
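IDH1-R132H (0.5 ug/mL dispensed) in pH 7.5 Tris buffer was preincubated 30 min with compound, then given a substrate mix of 0.016 mM NADPH and 2 mM alpha-KG for 80 min at room temperature; remaining NADPH was read by diaphorase/resazurin fluorescence.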
PI4K2A inh: qHTS for small molecular inhibitors of PI4K2A; Phosphatidylinositol 4-kinase type 2-alpha (Homo sapiens), Q9BTU6; purified PI4K2A, ADP-Glo luminescence, 1 h; active compounds read low; activity change, negative = inhibition, % at 76.9 µM; 0.13% of 420,000 active; AID 1346378, 2018; in the data active = activity change below about -50%; inconclusive = mostly about -30% to -49%;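 note: -100% = wells without enzyme as full effect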
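In this quantitative HTS, ADP production by PI4K2A was quantified luminescently after 1 h at ambient temperature; 100 microM adenosine served as plate-quality control.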
Active calls of the source: *; i = inactive; ? = inconclusive; nt = not tested or not shown; & = joins results of further samples; [ ] = dose if it differs, or a comment. Unless noted, calls come from the whole dose curve; as a rule, active = well fitted curve in the direction sought with a large enough effect; inconclusive = small, poorly fitted or top-dose-only effect, or another doubt; inactive = no such curve, though single readings can be large; an effect the other way counts as inactive or inconclusive. Not all compounds are listed (hit frequency here may not be typical).

(1) CC(=O)Oc1ccc2c(c1)cc(C)n2C
(2) Cc1nnc(N(Cc2ccco2)C(=O)c2cccc(C#N)c2)s1
(3) CC1=C(C(=O)NCc2ccco2)C2(CCC(C)CC2)OC1=O (centres undefined)
(4) CN=c1scc(-c2ccc(Cl)cc2)n1C
(5) O=S(=O)(Nc1nc2ccccc2nc1Nc1ccc2c(c1)OCCO2)c1cccs1
(6) COc1ccc(C(NC(=O)CC(C)C)NC(=O)CC(C)C)cc1OC
(7) CN(C)C1=NC(=O)/C(=C\c2ccccc2)S1
(8) COc1ccccc1C(=O)n1nc(C)cc1C
screen / no.	1	2	3	4	5	6	7	8
Pin1 inhibitor	-2%	-10%	-10%	-10%	?	0%	-1%	7%
HP1b binding inh	28%	-22%	36%	3%	-12%	21%	30%	27%
IDH1 R132H inh	4%	6%	-5%	1%	4%	0%	-2%	3%
TrxR1 substrate	0%	4%	9%[57.1 µM]	-2%	3%	7%[57.1 µM]	-6%	5%
GLS inh	1%	0%	-2%	-4%	5%	-3%	-2%	-10%
rTrxR1 inhibitor	14%	-4%	?	8%[57.1 µM]	-12%	3%[57.1 µM]	6%	10%
PGK inhibitor	-2%	-5%	1%	i	nt	4%	8%	-2%
USP1 inh	-3%	-18%	-7%	-13%	?	-9%	-20%	-17%
PI4K2A inh	2	10	-1	5	2	0	2	4

Full records as entered above.
CC1=C(C(=O)NCc2ccco2)C2(CCC(C)CC2)OC1=O (centres undefined) as listed: Pin1 inhibitor = -10%; HP1b binding inh = 36%; IDH1 R132H inh = -5%; TrxR1 substrate = 9%[57.1 µM]; GLS inh = -2%; rTrxR1 inhibitor = ?; PGK inhibitor = 1%; USP1 inh = -7%; PI4K2A inh = -1
Cc1nnc(N(Cc2ccco2)C(=O)c2cccc(C#N)c2)s1 as listed: Pin1 inhibitor = -10%; HP1b binding inh = -22%; IDH1 R132H inh = 6%; TrxR1 substrate = 4%; GLS inh = 0%; rTrxR1 inhibitor = -4%; PGK inhibitor = -5%; USP1 inh = -18%; PI4K2A inh = 10

The list continues:
(9) COc1ccc(CNC(=O)Cn2ccc3cc(S(=O)(=O)N4CCCCCC4)ccc32)c(OC)c1
(10) CCOc1ccccc1NC(=O)C(NS(=O)(=O)c1cccc2nsnc12)c1ccccc1 (centres undefined)
(11) COCCNC(=O)c1ccc2c(c1)nc(C)n2-c1cccc(F)c1
(12) O=C(c1sc2ccccc2c1Cl)N(Cc1cccs1)C1CCS(=O)(=O)C1 (centres undefined)
(13) COc1cccc(NC(=O)CCc2c(C)nc3nc(CNC(=O)c4cccc(F)c4)nn3c2C)c1
(14) COc1cccc(OC)c1OCCN(C)C
(15) O=C1c2cc(S(=O)(=O)NCCO)ccc2-c2ccc(S(=O)(=O)NCCO)cc21
(16) CC(=O)Nc1ccc2nc(-c3ccco3)[nH]c2c1
screen / no.	9	10	11	12	13	14	15	16
Pin1 inhibitor	?	-9%	-9%	11%	-1%&-5%	1%	-3%	2%
HP1b binding inh	61%	-3%	43%	38%	27%&35%	?	-38%	9%
IDH1 R132H inh	-11%	-19%	0%	-10%	-8%&12%	6%	11%	14%
TrxR1 substrate	5%	-4%[57.1 µM]	6%	6%[57.1 µM]	-7%&0%	-6%	6%[57.1 µM]	48%[activator][57.1 µM]
GLS inh	-15%	-10%	12%	-2%	5%&2%	-3%	1%	-5%
rTrxR1 inhibitor	25%	19%[57.1 µM]	11%	11%[57.1 µM]	17%&6%	-7%	13%[11.4 µM]	29%[57.1 µM]
PGK inhibitor	-5%	10%	i	-7%	-8%&2%	2%	i	8%
USP1 inh	-14%	?	0%	-7%	-4%&-20%	-1%	-11%	-7%
PI4K2A inh	-3	4	-2	-4	0&0	2	-5	1

(17) C#CCSc1nnc(C)c(C)n1
(18) COc1ccc(C(=O)Nc2cccc(-c3cnc4ccccc4n3)c2)cc1
(19) Cc1ccc(O)c(C2=Nc3ccccc3C2(C)C)c1
(20) O=C(NCc1ccco1)c1cc(-c2ccc(Cl)cc2)on1
(21) CC(C)(C)CN1CCN(Cc2nc(-c3ccc(F)cc3)cs2)CC1CCO (centres undefined)
(22) O=C(Cc1ccc(F)cc1)NCCc1ccc(F)cc1
(23) CC(C)(C)OC(=O)NC1CNNC1=O (centres undefined)
(24) Cc1cc(NC(=O)COC(=O)CCS(=O)(=O)c2cc(Cl)ccc2Cl)no1
screen / no.	17	18	19	20	21	22	23	24
Pin1 inhibitor	1%	-7%	2%	30%[activator]	0%	7%	-4%	-6%
HP1b binding inh	44%[activator]	7%	186%[activator]	42%[activator]	35%	30%	38%	47%[activator]
IDH1 R132H inh	18%	2%	-3%	7%	4%	-4%	-3%	-7%
TrxR1 substrate	6%[57.1 µM]	0%	0%	5%	-3%[57.1 µM]	3%	-1%	-4%[57.1 µM]
GLS inh	-11%	-17%	3%	0%	-5%	5%	32%[activator]	-5%
rTrxR1 inhibitor	8%[57.1 µM]	2%	4%	16%	11%[57.1 µM]	9%	8%	-7%[57.1 µM]
PGK inhibitor	-7%	-2%	-5%	-7%	i	1%	-7%	-5%
USP1 inh	-8%	-12%	-19%	-14%	-7%	2%	-18%	-13%
PI4K2A inh	4	-1	4	0	3	-2	1	0

Of the compounds above, these contain a tert-butyl group.
(21) CC(C)(C)CN1CCN(Cc2nc(-c3ccc(F)cc3)cs2)CC1CCO (centres undefined)
(23) CC(C)(C)OC(=O)NC1CNNC1=O (centres undefined)
screen / no.	21	23
Pin1 inhibitor	0%	-4%
HP1b binding inh	35%	38%
IDH1 R132H inh	4%	-3%
TrxR1 substrate	-3%[57.1 µM]	-1%
GLS inh	-5%	32%[activator]
rTrxR1 inhibitor	11%[57.1 µM]	8%
PGK inhibitor	i	-7%
USP1 inh	-7%	-18%
PI4K2A inh	3	1

Next section:
(25) CCN(CC)C(=O)COc1ccc(C=O)cc1OC
(26) COCCn1c(=O)[nH]c2cc(C(=O)Nc3nnc(C)s3)ccc21
(27) O=C1CCN(Cc2ccccc2)C=C1C(=O)c1ccccc1
(28) CCOc1ccc(C(=O)/C=C/c2cn(CN3CCN(C)CC3)c3ccccc23)cc1
(29) CN(C)c1ccc(/C=C(\NC(=O)c2ccccc2)C(=O)NCCCN2CCOCC2)cc1
(30) O=C(CCNC(=O)c1ccc([N+](=O)[O-])cc1)Oc1ccc(F)c(F)c1
(31) CCOC(=O)CN(C(=O)CSc1nnnn1C)c1ccccc1
(32) CC(C)CNC(=O)C1CCN(CC2CCCCC2)CC1
screen / no.	25	26	27	28	29	30	31	32
Pin1 inhibitor	9%	3%	0%	25%	46%[activator]	0%	1%	-4%
HP1b binding inh	5%	-3%	37%	25%	-2%	34%	33%[57 µM]	-29%
IDH1 R132H inh	21%	-2%	-2%	12%	0%	-8%	6%	4%
TrxR1 substrate	-5%	11%	-8%	3%	-10%	-6%	-4%[2.29 µM]	5%
GLS inh	-1%	-15%	-2%	3%	2%	1%	7%	-3%
rTrxR1 inhibitor	-7%[57.1 µM]	3%	-1%	9%	-2%	13%	-3%[2.29 µM]	28%
PGK inhibitor	2%	-3%	-2%	i	-7%	-9%	-9%	i
USP1 inh	-3%	-24%	-16%	-15%	-14%	-8%	-13%	-16%
PI4K2A inh	5	5	-3	10	-5	3	0	31

(33) COc1cc(CN2CCNC(=O)C2CC(=O)N2CCc3ccccc3C2)cc(OC)c1 (centres undefined)
(34) COc1ccc(OC)c(S(=O)(=O)N2CCN(C(=O)CCc3ccccc3)CC2)c1
(35) COc1ccc(-c2nn(-c3ccccc3)cc2CN(C)CCn2ccnc2C)c(F)c1
(36) COc1ccc(C(=O)Nc2ccccc2N2CCOCC2)cc1S(=O)(=O)N1CCOCC1
(37) O=c1oc(C2(O)CCCCC2)cc2ccc(-c3ccc4[nH]ccc4c3)cc12
(38) O=C(NCC1CCCC(CNC(=O)Nc2ccc(Cl)cn2)C1)Nc1ccc(Cl)cn1 (centres undefined)
(39) CC(C)C(=O)N1CCN(c2ccccc2NC(=O)COc2ccc(C3CCCCC3)cc2)CC1
screen / no.	33	34	35	36	37	38	39
Pin1 inhibitor	7%	-3%	1%	6%	-11%	?	14%
HP1b binding inh	37%	17%	26%	34%	33%	9%	13%
IDH1 R132H inh	3%	-2%	1%	-9%	4%	-7%	-2%
TrxR1 substrate	0%	-7%	-2%	-12%	2%	5%	-5%
GLS inh	0%	1%	-5%	-1%	9%	9%	-1%
rTrxR1 inhibitor	?	-4%	6%	6%	-10%	23%	4%
PGK inhibitor	i	1%	i	-1%	6%	6%	2%
USP1 inh	-26%	3%	-20%	-10%	-5%	-22%	-9%
PI4K2A inh	2	-3	2	-3	2	-1	1

Screens: PubChem, National Center for Advancing Translational Sciences (NCATS)
